Source: PubChem
V-ATPase pHluor: regulators of yeast V-ATPase proton pumping, primary screen, pHLuorin cytosolic pH fluorescence; response, % at 10 µM; S. cerevisiae; actives 0.37% (n = 350,000); AID 504577, 2011; in the data active means response mostly above about 7.3%, no sharp cut-off; inactive means mostly below about 5.4%; further: actives read high; inactives centre near 0; some compounds called inactive have numbers as strong as hits; reference of the scale not given here
LANA DNA inh: inhibitors of KSHV C-LANA binding to DNA, primary screen, biochemical, fluorescence polarization, FAM-LBS DNA, MBP-C-LANA, single point | Kaposi's sarcoma herpesvirus LANA C-terminal domain (residues 932-1162) DNA binding | inhibition, % at 9 µM | actives 0.078% (n = 340,000) | AID 504423, 2011;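 active means highest replicate inhibition at or above 60% at 9 µM, even if other replicates fall short; inactive means all replicates below 60% inhibition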;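 further: 0% = neutral control wells and 100% = 4 µM acridine orange control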
MOR-DOR ag: agonists of OPRM1-OPRD1 heterodimerization, primary screen, cell-based, luminescence; Mu-type opioid receptor (Homo sapiens) + Delta-type opioid receptor (Homo sapiens), …; cells; activation, % at 9.3 µM; actives 0.3% (n = 340,000); in the data active means activation above about 18%;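 further: 0% = vehicle-treated cells and 100% = reference agonist; values of inactives mirror those of a sister screen read the other way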
Keap1 Nrf2 FP: Keap1-Nrf2 protein-protein interaction inhibitors, primary screen, biochemical, fluorescence polarization, single point | Kelch-like ECH-associated protein 1 (Homo sapiens), Q14145 | Keap1 Kelch-Nrf2 peptide fluorescence polarization, 1536-well | inhibition, % at 9.4 µM | actives 0.15% (n = 340,000) | AID 504523, 2011; in the data active means inhibition above about 12%;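 further: human Keap1 Kelch domain with fluorescein labeled Nrf2 9mer peptide probe; 0% = neutral control wells and 100% = peptide positive control; higher means more block of Keap1 binding to Nrf2 peptide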
Target sequence (Q14145 whole entry, looked up, the tested form may be a part): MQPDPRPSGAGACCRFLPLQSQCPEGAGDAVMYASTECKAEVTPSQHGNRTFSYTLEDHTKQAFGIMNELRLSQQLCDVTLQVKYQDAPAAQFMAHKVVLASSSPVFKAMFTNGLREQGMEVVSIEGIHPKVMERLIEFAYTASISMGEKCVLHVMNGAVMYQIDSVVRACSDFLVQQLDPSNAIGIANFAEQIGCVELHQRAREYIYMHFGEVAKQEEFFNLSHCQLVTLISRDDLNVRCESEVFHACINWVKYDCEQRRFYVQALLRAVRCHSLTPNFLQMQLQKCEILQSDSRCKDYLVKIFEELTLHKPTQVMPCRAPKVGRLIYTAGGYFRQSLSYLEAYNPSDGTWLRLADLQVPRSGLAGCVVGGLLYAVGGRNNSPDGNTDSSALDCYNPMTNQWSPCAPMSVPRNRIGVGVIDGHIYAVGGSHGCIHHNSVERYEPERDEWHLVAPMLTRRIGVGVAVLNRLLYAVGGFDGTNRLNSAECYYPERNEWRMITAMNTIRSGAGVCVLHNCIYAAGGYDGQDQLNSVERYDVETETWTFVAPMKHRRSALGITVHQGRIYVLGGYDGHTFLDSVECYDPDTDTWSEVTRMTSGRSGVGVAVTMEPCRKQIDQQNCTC
HTR5A inv ctr: HTR5A inverse agonists in luminescence cell assay, primary screen, counter-screen for OPRM1-OPRD1 heterodimer inverse agonist project, full-deck HTS | HTR5A cell line, inverse agonism | inhibition, % at 9.3 µM | actives 0.083% (n = 340,000) | AID 504634, 2011; in the data active means inhibition mostly above about 23%, no sharp cut-off; inactive means mostly below about 18%;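 further: 0% = cells with DMSO and 100% = no-cell wells with DMSO; some compounds called inactive have numbers as strong as hits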
Target sequence (P47898 whole entry, looked up): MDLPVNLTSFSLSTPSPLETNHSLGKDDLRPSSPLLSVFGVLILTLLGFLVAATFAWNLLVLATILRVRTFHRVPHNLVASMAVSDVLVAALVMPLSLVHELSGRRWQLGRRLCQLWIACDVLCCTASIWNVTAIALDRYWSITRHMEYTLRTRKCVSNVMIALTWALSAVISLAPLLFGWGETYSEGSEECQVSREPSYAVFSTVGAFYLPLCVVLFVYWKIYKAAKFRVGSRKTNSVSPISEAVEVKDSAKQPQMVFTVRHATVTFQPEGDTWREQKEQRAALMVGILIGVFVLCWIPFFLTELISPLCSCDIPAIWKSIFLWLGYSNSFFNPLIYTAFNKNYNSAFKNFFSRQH
cardiac RTF act: cardiac RTF calcium sensitivity activators, primary screen, biochemical, IANBD-TnC fluorescence, EC20 calcium. actives 0.24% (n = 340,000). IANBD-labeled TnC RTF fluorescence at EC20 calcium; 0% EC20 calcium, 100% full calcium. activation, % at 7.2 µM;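 active means activation above the mean over all tested compounds plus 3 SD, cut at about 30% in these data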;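 further: rise in fluorescence read as greater calcium sensitivity of cardiac thin filaments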
HTR5A ag ctr: HTR5A agonists in luminescence cell assay, primary screen, counter-screen for OPRM1-OPRD1 heterodimer agonist project, full-deck HTS | actives 0.61% (n = 340,000) | 5-hydroxytryptamine receptor 5A (Homo sapiens), P47898 | activation, % at 9.3 µM | cell-based; in the data active means activation mostly above about 9.5%, no sharp cut-off; inactive means mostly below about 7.6%;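 further: 0% = cells with vehicle only and 100% = reference agonist; strong numbers were not always called active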
MOR-DOR inv ag: inverse agonists of MOR-DOR heterodimerization, primary screen, cell-based, luminescence. Mu-type opioid receptor (Homo sapiens) + Delta-type opioid receptor (Homo sapiens), …. cell-based MOR-DOR heterodimer luminescence, inverse agonism. inhibition, % at 9.3 µM. actives 0.21% (n = 340,000); in the data active means inhibition above about 22%, passing the limit was not always enough;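 further: 0% = cells with DMSO and 100% = wells without cells with DMSO; values of inactives mirror those of a sister screen read the other way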
RTF Ca sens inh: cardiac RTF calcium sensitivity inhibitors, primary screen, biochemical, IANBD-TnC fluorescence, EC70 calcium; AID 493244, 2011; IANBD-labeled cardiac RTF, Ca2+ fluorescence; inhibition, % at 7.15 µM; actives 0.12% (n = 340,000); Troponin I, cardiac muscle (Homo sapiens) + Troponin T, cardiac muscle (Homo sapiens) + …;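 active means inhibition above the mean inhibition of all tested compounds plus 3 SD, cut at about 17% in these data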;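 further: assay run at fixed EC70 calcium of 1.6 mM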
CAL PDZ FP: untagged CAL PDZ binding inhibitors, primary screen, biochemical, fluorescence polarization, HTS | actives 0.92% (n = 300,000) | Golgi-associated PDZ and coiled-coil motif-containing protein (Homo sapiens), Q9HD26 | purified CAL PDZ, TMR-peptide fluorescence polarization, 1 h | AID 602252, 2012 | inhibition, % at 24.9 µM;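 active means mean inhibition of at least 30% with at least half of replicates also reaching 30%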;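 further: 0% = DMSO neutral control and 100% = excess unlabeled competitor peptide PRC23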
* marks the source's active call; other numbers are inactive results; · = no result given.

Results follow in this order: V-ATPase pHluor, LANA DNA inh, MOR-DOR ag, Keap1 Nrf2 FP, HTR5A inv ctr, cardiac RTF act, HTR5A ag ctr, MOR-DOR inv ag, RTF Ca sens inh, CAL PDZ FP
> CN(C(=O)CSc1cn(CC(=O)N2CCOCC2)c2ccccc12)c1ccccc1
 : -1, -0.5, -2.5, 0, 22, 2, -6, 13, -1, 35*
> C/C(CC(=O)Nc1ccc2c(c1)OCCO2)=N\NC(=O)C(=O)Nc1ccccc1C
 : -2, 0.3, 1.1, 3, -20, -6, 7, -8, -1, -2
> Cc1cc(=O)oc2cc(OCC3CC(c4ccc(N(C)C)cc4)=NO3)ccc12 (configuration not stated)
 : -5, 0.8, -2.4, 0, -29, -1, 0, 13, -5, 4
> CCc1ccc(NC(=O)CN(c2ccc(OC)cc2)S(=O)(=O)c2c(C)nn(C)c2C)cc1
 : -3, -0.6, -2.8, -1, 0, 0, -2, 14, -2, -5
> C=CCn1c(SCc2nc3ccccc3[nH]2)nnc1-c1ccncc1
 : 2, -0.5, -0.9, -3, -1, -7, 6, 5, -13, -1
> CCC1Nc2ncnc(N3CCCCC3)c2N(Cc2ccc(Cl)cc2)C1=O (configuration not stated)
 : 0, 0.1, -3.0, -4, 4, -2, -2, 17, 0, -3
> COc1ccc(-c2csc(N3CCC(c4ccccc4)CC3)n2)cc1
 : -5, -1.2, 2.4, 1, -3, 2, 1, -18, 2, 5
> CN(C)C(=O)CCc1ccc2c3c([nH]c2c1)[C@]1(C)[C@@H](C(=O)N2CCOCC2)C[C@H](CC(=O)NCC24CC5CC(CC(C5)C2)C4)C(=O)N1CC3
 : 2, 0.2, -1.2, 2, 0, -7, 0, 6, -8, 0
> CNc1nc(N)c([N+](=O)[O-])c(NCCO)n1
 : -2, 0.3, -0.4, 2, -29, 10, 12, 2, 1, ·
> CCCCCCNc1nc(NCc2ccco2)nc(OCC)n1
 : -4, -0.3, 5.8, -3, -6, 4, -2, -31, 0, 0
> COc1ccc(C(=O)OCC(=O)N(C)C2CCS(=O)(=O)C2)cc1S(=O)(=O)N1CCCc2ccccc21 (configuration not stated)
 : 0, 0.0, -1.4, -3, 3, 5, -1, 7, -13, -4
> COc1ccc(C(=O)Nc2cc(S(=O)(=O)N3CCCCC3)ccc2OC)cc1
 : -2, -0.8, 0.6, -1, 3, -1, -1, -2, -10, -4
> CSCCC(NC(=O)c1ccc(Cl)c([N+](=O)[O-])c1)C(=O)N1CCN(C/C=C/c2ccccc2)CC1 (configuration not stated)
 : 0, -1.1, 1.1, -3, -12, 2, 5, -7, -1, 0
> O=C(ONC1=NCCCCC1)c1cccc([N+](=O)[O-])c1
 : 0, -1.0, 9.7, -1, -31, 3, 11, -71, -3, -1
> COc1ccc(OCCCC(=O)OCC(=O)NNC(=O)c2ccc([N+](=O)[O-])cc2)cc1
 : -2, -0.3, -1.9, 4, -3, 1, 1, 10, -5, 3
> COC(=O)c1ccc(S(=O)(=O)NCc2ccc(S(N)(=O)=O)cc2)o1
 : 3, -0.3, -1.0, -7, 28, 4, -1, 5, -3, -2
> CCCCN1C(=O)/C(=C/C=C2/CC(C)(C)CN2C)SC1=S
 : 0, -19, -2.3, -122, 3, 396*, -2, 12, -457, 0
> CCOC(=O)N1CCN(C(=O)CCS(=O)(=O)c2ccc3c(c2)CCN3C(=O)CC)CC1
 : -2, -0.2, -2.6, -6, -23, -1, -4, 13, 2, 3
> C=CCN1C(=O)C2(OCCCO2)c2cccc(Cl)c21
 : 0, -1.2, -0.5, -4, 9, 4, -2, 3, -3, -5
> O=C(C(=O)N1CCN(c2ccc(F)cc2)CC1)c1c[nH]c2ccccc12
 : 2, -1.6, -2.7, 0, -3, 2, 1, 13, 2, 0
> Cc1ccc(-c2cnc3c(Cl)c(C)nn3c2)cc1
 : 0, -2.5, -0.1, 0, 11, -2, -4, 0, 11, -5
> CCOc1ccc(N2C(=O)C3CCCN3C2=S)cc1 (configuration not stated)
 : -1, 0.8, -4.9, -2, 6, -9, -2, 19, 0, -2
> CCN(CC)CCCNC(=O)c1ccc2c(=O)n(Cc3ccc4c(c3)OCO4)c(=S)[nH]c2c1
 : -3, -0.4, -2.1, -2, -8, -3, -8, 9, -2, -4
> CC(=O)Nc1ccc2c(c1)NC(=O)CC2
 : -1, -1.2, 0.8, -5, -13, -5, 4, -5, -2, -3
> CCN1CCN(c2ccc(NC(=O)CCc3c(C)nc4c(-c5ccc(F)cc5)c(C)nn4c3C)cc2)CC1
 : -1, 0.8, 0.0, -1, -8, -7, 2, 0, 5, -2
> CCOc1ccc(NC(=S)Nc2ccc3nsnc3c2)cc1
 : 1, -1.3, 22*, -6, 12, -1, 4, -138, -4, -3
> Cc1nc(NC(=O)COC(=O)c2cccs2)c(Cl)cc1Cl
 : 1, -0.4, -0.7, 2, 2, 2, -1, 3, -5, 0
> Cc1ccc(S(=O)(=O)N2CCN(CC(=O)Nc3ccccc3Cl)CC2)cc1
 : 2, 0.4, -1.4, -2, 4, -1, -2, 6, 2, -3
> COc1ccc(C)cc1-n1nnnc1SCC(=O)NNC(=O)c1ccc([N+](=O)[O-])cc1
 : -3, 1.3, -1.6, -1, 16, 2, -6, 8, -5, 2
> CC(NC(=O)C(NS(=O)(=O)c1cccc2nsnc12)C(C)C)c1ccccc1 (configuration not stated)
 : 4, 0.6, -0.5, 0, -18, 0, 7, 2, -4, ·
> COc1cc2[nH]c3c(c2cc1OC)CCN1CCCC[C@@H]31
 : 5, -1.1, 1.4, -3, 20, 9, -3, -8, -5, 1
> CC1CCCCN1S(=O)(=O)c1csc(C(N)=O)c1 (configuration not stated)
 : 2, -1.2, -2.1, -3, 14, -15, -4, 11, -3, -2
> O=C(CCNS(=O)(=O)c1cccc2nsnc12)N1CCN(c2ccccn2)CC1
 : -3, -0.9, -3.3, 1, 4, -1, -2, 17, 1, -5
> COc1ccc(CC(=O)N2N=C(C)CC2(O)C(F)(F)F)cc1 (configuration not stated)
 : 4, -1.1, 0.4, -1, -6, -6, 2, -2, -2, 0
> CC(C)Oc1ccc(S(=O)(=O)N2CCOCC2)cc1NC(=O)c1cccc(S(=O)(=O)N2CCCC2)c1
 : -2, 0.4, -3.3, -5, -12, 1, -4, 12, -8, -1
> COc1cc2c(C(=O)NCc3ccc(C)o3)cn(CC(C)C)c(=O)c2cc1OC
 : 4, -1.6, -0.1, -8, -2, 4, -3, 1, 1, -4
> CC(OC(=O)CCC(=O)c1cccs1)C(=O)Nc1ccc(Cl)cn1 (configuration not stated)
 : -2, 0.2, -0.5, -3, 13, -5, 1, 3, 10, -1
> CC(C)c1nc(CNC(=O)CC2C(=O)NCCN2Cc2ccoc2)cs1 (configuration not stated)
 : 1, 1.2, -3.6, -4, 11, 3, 6, 17, -13, 0
> COc1ccc(C)cc1NC(=O)CSc1nnc(COc2ccc(Cl)cc2)n1Cc1ccco1
 : -1, -0.3, 0.0, 0, -7, -6, 0, 0, -11, 2
> O=C1CC(C(=O)N2CCOCC2)C2(CCCC2)O1 (configuration not stated)
 : 0, 0.6, -0.6, 0, -16, -8, 1, 4, 0, -3
> CCOC(=O)C1=C(c2ccccc2)NC(=O)N(C(C)=O)C1c1cccc([N+](=O)[O-])c1 (configuration not stated)
 : -3, -1.8, -0.2, -4, -10, -6, 4, 1, -9, 0
> Cc1ccc(C(=O)Nc2ccc(CN3CCCCC3)cc2)c(C)c1
 : -3, -1.3, -1.3, -4, 12, 2, -1, 6, -11, -3
> CCOc1ccc2cc(S(=O)(=O)N3CCOCC3)ccc2c1
 : 15, -0.8, -0.2, 4, -6, -1, 6, 1, 1, 0
> FC(F)Oc1ccc(NC(=S)NNc2ccnc3cc(Cl)ccc23)cc1
 : 5, -2.2, 17, 2, -25, -2, 9, -93, -1, -5
> CCOc1cc(C=NN=C2c3ccccc3-c3ccccc32)ccc1O
 : 6, -1.0, -5.0, -3, 11, -5, -3, 22, -6, -10
> CN(C)CCCN1CC(C(=O)O)CC1=O (configuration not stated)
 : 1, 1.0, 2.6, 1, -4, 3, 2, -15, -7, -6
> CCN(CC)C(=O)CSc1nnc(-n2nc(C)cc2C)c2ccccc12
 : 4, 0.0, -0.1, -1, -17, 0, 1, 0, -2, -1
> COc1ccc(CNc2nc3ccccc3n2C(C)C)cc1
 : 4, 1.5, -2.1, -1, 3, 9, -1, 10, 0, -2
> CCn1c(-c2ccccc2)c(C(=O)O)c2ccccc21
 : -3, 0.1, -2.4, -5, -17, 3, 7, 10, 3, 1
> COc1ccc(/C=C/C(=O)NC(=S)Nc2ccc(S(N)(=O)=O)cc2)cc1OC
 : -2, 0.5, -3.9, 1, 8, -2, -3, 20, -1, -5
> CN(C)C(CNC(=O)c1cccc(S(=O)(=O)N2CCN(c3ccc(F)cc3)CC2)c1)c1ccccc1 (configuration not stated)
 : 8, -0.3, 7.0, -3, -7, -14, 3, -36, -7, ·
> O=S(=O)(c1ccc(NC(=S)N/N=C/c2c3ccccc3cc3ccccc23)cc1)N1CCOCC1
 : -4, 2.8, 4.2, -6, 9, 0, -7, -29, -8, 0
> CN(Cc1ccco1)S(=O)(=O)c1nnc(NC(=O)c2ccc(F)cc2)s1
 : -4, 0.5, 0.0, -5, -1, 2, 0, 0, -5, 0
